Screens from PubChem BioAssay.
PLAP inhibition: PLAP enzyme inhibitors, biochemical, luminescence, HTS (AID 690) | purified PLAP, luminescent substrate; higher % means a stronger effect | inhibition, % at 20 µM, or IC50 in µM where a hit was titrated | actives 0.08% (n = 96,000); in the data active means a potency from the dose series; inactive means the rest, 99 in 100 with inhibition below about 30%; further: strong numbers were not always called active
NFkB transloc inh: blocks IL-1B driven NFkB nuclear translocation in HUVEC cells; AID 796; actives 0.43% (n = 94,000); HUVEC IL-1B NFkB p65 nuclear translocation imaging; inhibition, % at 2 µM;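 active means inhibition above about 30% together with a positive call from visual inspection of the well image, limit read from the data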;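 further: nuclear over cytoplasmic p65 intensity ratio measured by imaging; 0% = IL-1B stimulated DMSO wells and 100% = unstimulated DMSO wells; values of inactives mirror those of a sister screen read the other way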
IL1B NFkB pot: enhances IL-1B driven NFkB nuclear translocation; HUVEC IL-1B NFkB p65 nuclear translocation imaging; activation, % at 2 µM; actives 0.3% (n = 94,000); AID 819;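 active means activation above 40%, about the mean plus 3 SD, also judged a hit on visual image review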;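 further: percent activation is computed from the nuclear over cytoplasmic p65 intensity ratio; values of inactives mirror those of a sister screen read the other way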
Bcl-B displacement: displacers of TR3 peptide from Bcl-B, primary screen, selectivity assay for Bfl-1 inhibitor project, biochemical, fluorescence polarization; FP displacement of FITC-TR3 peptide from Bcl-B; higher % means a stronger effect; one-dose displacement, % at 20 µM; IC50 in µM for titrated hits; actives 0.11% (n = 96,000);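 active means displacement above 50% at 20 µM plus a fluorescence interference ratio under 1.5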;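 further: plate controls were wells without compound for no effect and wells lacking Bcl-B protein for full effect; a part of the inactive calls stands beside numbers as strong as those of hits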
MRP resist rev: MRP-mediated drug resistance reversal. differential viability (reversal), % at 10 µM. AID 602. H69AR cells + 2 uM doxorubicin, CellTiter-Glo, 72 h. actives 0.04% (n = 85,000);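 active means viability drop by adding the cancer drug above about 55%, with treated viability meeting a 40% cutoff, limit read from the data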;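 further: viability without doxorubicin minus viability with 2 µM doxorubicin for each compound; larger differential means the compound sensitizes cells more to doxorubicin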
MRP resist rev cytotoxicity: recorded beside MRP resist rev, whose call it bears; viability, %; H69AR cells, CellTiter-Glo, 72 h; measured here: cytotoxicity without doxorubicin
MRP resist rev with doxorubicin: further read-out of MRP resist rev, marked with its call; viability, %; measured here: viability with 2 uM doxorubicin; stronger effect = lower value
NFkB transloc inh cell count 2 µM: further read-out of NFkB transloc inh, marked with its call; cell count; measured here: cells passing quality filter;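 raw number of nuclei counted in each imaged well without normalization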
IL1B NFkB pot cell count 2 µM: second read-out of IL1B NFkB pot, no call of its own (marks repeat the call); cell count; measured here: cells passing quality filter
* hit, by the source's call; nt = not tested or not shown.

SMILES | PLAP inhibition | NFkB transloc inh | NFkB transloc inh cell count 2 µM | IL1B NFkB pot | IL1B NFkB pot cell count 2 µM | Bcl-B displacement | MRP resist rev | MRP resist rev cytotoxicity | MRP resist rev with doxorubicin
CC1CCCN(c2ccc(/C=C(\C#N)c3nn(-c4ccccc4)c(N)c3C#N)cc2[N+](=O)[O-])C1 (configuration not stated) | -9% | -39 | 147 | 39 | 147 | -8% | nt | nt | nt
Cn1c(NCc2cccs2)nc2ccccc21 | 29% | 0 | 133 | 0 | 133 | -1% | 5 | 93 | 88
N#Cc1c(NCCN)nc(NCc2ccccc2)c2c1CCN(Cc1ccccc1)C2 | -236% | -34 | 158 | 34 | 158 | -29% | -11 | 47 | 58
CN(CC(=O)Nc1ccc2c(c1)OCCO2)S(=O)(=O)c1ccc(Br)s1 | 35% | -2 | 75 | 2 | 75 | -9% | 4 | 84 | 80
Cc1nn(S(=O)(=O)N2CCCCC2)c(C)c1Br | -2% | -3 | 114 | 3 | 114 | 2% | 23 | 101 | 78
CC#CCCC(=O)N1C=Cc2ccccc2C1C#N (configuration not stated) | 0% | 5 | 101 | -5 | 101 | -3% | nt | nt | nt
COc1ccc(CN2C(=O)CN=C2Nc2cccc(C)c2C)cc1 | 7% | -16 | 152 | 16 | 152 | 4% | -7 | 92 | 99
CC(C)c1nc(SCC(=O)Nc2nc3c(s2)CCCC3)c2ccccc2n1 | -20% | -3 | 103 | 3 | 103 | -1% | nt | nt | nt
CC(=O)Nc1ccc(C(=O)CSc2nnc(Cn3nnc4ccccc43)n2C)cc1 | -34% | 78* | 88* | -78 | 88 | -6% | 5 | 105 | 100
Clc1ccc(-c2nn3c(-c4ccccc4)nnc3s2)cc1 | -21% | nt | nt | nt | nt | 12% | -11 | 75 | 87
CC(C)c1ccc(O)c(N)c1 | -4% | nt | nt | nt | nt | -7% | -8 | 80 | 87
COc1ccc(C(=O)NC(Oc2ccccc2)C(Cl)(Cl)Cl)cc1 (configuration not stated) | -3% | 2 | 189 | -2 | 189 | -6% | nt | nt | nt

Single records, from the list above:
`CC#CCCC(=O)N1C=Cc2ccccc2C1C#N` (configuration not stated) is entered as PLAP inhibition = 0%; NFkB transloc inh = 5; NFkB transloc inh cell count 2 µM = 101; IL1B NFkB pot = -5; IL1B NFkB pot cell count 2 µM = 101; Bcl-B displacement = -3%; MRP resist rev = nt; MRP resist rev cytotoxicity = nt; MRP resist rev with doxorubicin = nt
`Cc1nn(S(=O)(=O)N2CCCCC2)c(C)c1Br` is entered as PLAP inhibition = -2%; NFkB transloc inh = -3; NFkB transloc inh cell count 2 µM = 114; IL1B NFkB pot = 3; IL1B NFkB pot cell count 2 µM = 114; Bcl-B displacement = 2%; MRP resist rev = 23; MRP resist rev cytotoxicity = 101; MRP resist rev with doxorubicin = 78

Other records follow:
SMILES | PLAP inhibition | NFkB transloc inh | NFkB transloc inh cell count 2 µM | IL1B NFkB pot | IL1B NFkB pot cell count 2 µM | Bcl-B displacement | MRP resist rev | MRP resist rev cytotoxicity | MRP resist rev with doxorubicin
O=C(CS(=O)c1cccc(C(F)(F)F)c1)Nc1ccc(Cl)cc1Cl (configuration not stated) | 1% | 4 | 106 | -4 | 106 | 2% | nt | nt | nt
O=C1CCCC2=C1C(c1ccccc1)n1c(s/c(=C/c3cccc(F)c3)c1=O)=N2 (configuration not stated) | -21% | -15 | 156 | 15 | 156 | -23% | nt | nt | nt
CCOC(=O)c1sc(NC(=O)CSc2n[nH]c(-c3ccccc3)n2)c(C#N)c1C | -74% | nt | nt | nt | nt | 2% | 19 | 76 | 56
COc1ccc(/C=N/Nc2nc3ccccc3o2)cc1O | -111% | -6 | 129 | 6 | 129 | 10% | nt | nt | nt
Cc1nnc(SCC(=O)Nc2ccccc2)[nH]c1=O | -1% | 10 | 149 | -10 | 149 | 5% | 3 | 105 | 102
CC(C)(C)OC(=O)N1CCCC(C(=O)CC#N)C1 (configuration not stated) | -51% | 14 | 95 | -14 | 95 | -13% | -19 | 82 | 101
CCC(C)(C)n1nnnc1C(c1ccccn1)N1CCOCC1 (configuration not stated) | -12% | 8 | 189 | -8 | 189 | 1% | 18 | 108 | 90
Cn1c(C(=O)N2CCCC(C(=O)NCCCSC3CCCCC3)C2)cc2sccc21 (configuration not stated) | -53% | -25 | 203 | 25 | 203 | -8% | -34 | 29 | 63
Cc1cc2c(=O)n(CC(=O)N3CCN(c4ccc(F)cc4)CC3)cnc2s1 | 1% | -8 | 146 | 8 | 146 | -1% | 18 | 82 | 64
COc1ccc(S(=O)(=O)Cc2ccc(C(=O)N3CCN(c4ccccn4)CC3)o2)cc1 | -23% | nt | nt | nt | nt | -5% | 5 | 91 | 86
COc1ccc2c(c1)nc(SCC(=O)C(C)(C)C)n2C | 2% | 5 | 123 | -5 | 123 | -7% | nt | nt | nt
Cc1cccc(NC(=O)CSc2nc3nc(C)cc(C)c3c(=O)[nH]2)c1 | -15% | -1 | 131 | 1 | 131 | -10% | nt | nt | nt
O=C(NC1CCCCC1)C1CCC(CNS(=O)(=O)c2cccc3nsnc23)CC1 (configuration not stated) | 18% | -6 | 182 | 6 | 182 | 4% | 7 | 85 | 78
COC(=O)Cc1cc(=O)oc2c(C)c(O)ccc12 | 7% | -2 | 144 | 2 | 144 | 0% | nt | nt | nt
Nc1nc(SCC(=O)Nc2ccc(Br)cc2F)n[nH]1 | -96% | -11 | 154 | 11 | 154 | 5% | 10 | 106 | 96
Cc1cc2ccccc2n1CCNC(=O)C1CCCCC1 | -24% | 6 | 176 | -6 | 176 | 9% | 13 | 95 | 82
CCOC(=O)Cc1nnc(NC(=O)Nc2ccccc2)s1 | 1% | nt | nt | nt | nt | -2% | -7 | 92 | 99
O=C(NC1CCCC1)c1ccc(CN2CCOCC2)cc1 | -46% | -25 | 186 | 25 | 186 | -6% | 11 | 94 | 83
CC(C)CC(=O)NC(Nc1ccccc1F)C(Cl)(Cl)Cl (configuration not stated) | -2% | nt | nt | nt | nt | -8% | nt | nt | nt
O=C(CCCN1C(=O)c2ccccc2C1=O)Nc1sc2c(c1C(=O)NCc1ccco1)CCC2 | -41% | 0 | 148 | 0 | 148 | -10% | nt | nt | nt
COc1ccc(C(C)(C)C)cc1NC(=O)c1c(C)noc1C | 1% | -19 | 116 | 19 | 116 | -14% | 12 | 94 | 82
COc1cccc(OC)c1C(=O)N1CCN(S(=O)(=O)c2ccccc2)CC1 | -36% | -20 | 147 | 20 | 147 | 6% | 7 | 85 | 79
COc1ccc(CN2CCN(C(=O)CC(C)C)CC2)c(OC)c1OC | -19% | -5 | 177 | 5 | 177 | -2% | 22 | 106 | 84
Cc1nnc(NC(=O)c2oc3c(ccc4ccccc43)c2C)s1 | -18% | 6 | 131 | -6 | 131 | -45% | -17 | 67 | 84

Reprinted from the entries so far (15 entries):
SMILES | PLAP inhibition | NFkB transloc inh | NFkB transloc inh cell count 2 µM | IL1B NFkB pot | IL1B NFkB pot cell count 2 µM | Bcl-B displacement | MRP resist rev | MRP resist rev cytotoxicity | MRP resist rev with doxorubicin
CCC(C)(C)n1nnnc1C(c1ccccn1)N1CCOCC1 (configuration not stated) | -12% | 8 | 189 | -8 | 189 | 1% | 18 | 108 | 90
Cn1c(C(=O)N2CCCC(C(=O)NCCCSC3CCCCC3)C2)cc2sccc21 (configuration not stated) | -53% | -25 | 203 | 25 | 203 | -8% | -34 | 29 | 63
Cc1cc2c(=O)n(CC(=O)N3CCN(c4ccc(F)cc4)CC3)cnc2s1 | 1% | -8 | 146 | 8 | 146 | -1% | 18 | 82 | 64
COc1ccc(S(=O)(=O)Cc2ccc(C(=O)N3CCN(c4ccccn4)CC3)o2)cc1 | -23% | nt | nt | nt | nt | -5% | 5 | 91 | 86
COc1ccc2c(c1)nc(SCC(=O)C(C)(C)C)n2C | 2% | 5 | 123 | -5 | 123 | -7% | nt | nt | nt
Cc1cccc(NC(=O)CSc2nc3nc(C)cc(C)c3c(=O)[nH]2)c1 | -15% | -1 | 131 | 1 | 131 | -10% | nt | nt | nt
O=C(NC1CCCCC1)C1CCC(CNS(=O)(=O)c2cccc3nsnc23)CC1 (configuration not stated) | 18% | -6 | 182 | 6 | 182 | 4% | 7 | 85 | 78
COC(=O)Cc1cc(=O)oc2c(C)c(O)ccc12 | 7% | -2 | 144 | 2 | 144 | 0% | nt | nt | nt
Nc1nc(SCC(=O)Nc2ccc(Br)cc2F)n[nH]1 | -96% | -11 | 154 | 11 | 154 | 5% | 10 | 106 | 96
Cc1cc2ccccc2n1CCNC(=O)C1CCCCC1 | -24% | 6 | 176 | -6 | 176 | 9% | 13 | 95 | 82
CCOC(=O)Cc1nnc(NC(=O)Nc2ccccc2)s1 | 1% | nt | nt | nt | nt | -2% | -7 | 92 | 99
O=C(NC1CCCC1)c1ccc(CN2CCOCC2)cc1 | -46% | -25 | 186 | 25 | 186 | -6% | 11 | 94 | 83
CC(C)CC(=O)NC(Nc1ccccc1F)C(Cl)(Cl)Cl (configuration not stated) | -2% | nt | nt | nt | nt | -8% | nt | nt | nt
O=C(CCCN1C(=O)c2ccccc2C1=O)Nc1sc2c(c1C(=O)NCc1ccco1)CCC2 | -41% | 0 | 148 | 0 | 148 | -10% | nt | nt | nt
COc1ccc(C(C)(C)C)cc1NC(=O)c1c(C)noc1C | 1% | -19 | 116 | 19 | 116 | -14% | 12 | 94 | 82

Further structures follow.
SMILES | PLAP inhibition | NFkB transloc inh | NFkB transloc inh cell count 2 µM | IL1B NFkB pot | IL1B NFkB pot cell count 2 µM | Bcl-B displacement | MRP resist rev | MRP resist rev cytotoxicity | MRP resist rev with doxorubicin
CCOC(=O)c1cc2c(=O)n3ccccc3nc2n(Cc2ccco2)c1=NC(=O)c1cccnc1 | -31% | -18 | 133 | 18 | 133 | 17% | 27 | 68 | 40
Cc1nc(NC(=O)c2ccc(F)cc2)sc1C(=O)Nc1ccc2c(c1)CCC2 | 4% | -2 | 114 | 2 | 114 | -5% | nt | nt | nt
Cc1cc(/C([O-])=C(/C(=S)Nc2ccc(F)cc2)[n+]2ccccc2)c(C)n1-c1ccc(F)cc1 | -4% | 0 | 161 | 0 | 161 | -8% | 42 | 74 | 32
Cc1ccc(/C=c2/sc3nnc(-c4ccccc4Cl)n3c2=O)o1 | -80% | -7 | 151 | 7 | 151 | -42% | 2 | 88 | 87
CC1CN(CC(=O)c2c(N)n(Cc3ccccc3)c(=O)n(C)c2=O)CC(C)O1 (configuration not stated) | -27% | -7 | 216 | 7 | 216 | -7% | 7 | 99 | 92
N#CCc1nnc2n1-c1ccccc1CCC2 | -46% | 1 | 70 | -1 | 70 | -1% | -2 | 103 | 105
Cc1cccc2cc(CN(Cc3ccco3)C(=O)N3CCCC3)c(=O)[nH]c12 | 6% | nt | nt | nt | nt | -9% | 12 | 96 | 84
CN1CCN(c2ccc(NC(=O)CSc3ccccc3)cc2F)CC1 | -17% | -16 | 144 | 16 | 144 | -6% | nt | nt | nt
CCn1c(SCC(=O)Nc2nonc2C)nnc1-c1ccco1 | -10% | -18 | 123 | 18 | 123 | 0% | 8 | 98 | 90
COc1cccc(-c2cc(C(F)(F)F)nc(-n3cccn3)n2)c1 | -4% | -16 | 200 | 17 | 200 | -6% | -36 | 63 | 99
COc1ccc(N(C)C(=S)Oc2ccc(C(=O)Nc3ccccc3)cc2)cc1 | 15% | 1 | 111 | -1 | 111 | -12% | nt | nt | nt
Clc1ccccc1Cn1nnc2c(N3CCCC3)ncnc21 | -51% | 12 | 94 | -12 | 94 | -5% | nt | nt | nt
COC(=O)CCc1nc2ccccc2[nH]c1=O | 8% | nt | nt | nt | nt | -9% | 3 | 96 | 93
Cc1cccc(-n2nnc(C(=O)NC3CCCc4ccccc43)c2N)c1 (configuration not stated) | -1% | -20 | 145 | 20 | 145 | 0% | -48 | 19 | 67
CC(C)c1ccc(OCC(=O)NCc2ccco2)cc1 | 15% | -20 | 69 | 20 | 69 | 0% | 15 | 97 | 83
CCOC(=O)c1ccc(Oc2c(C)oc3c(CN4CCN(C)CC4)c(O)ccc3c2=O)cc1 | -36% | 0 | 109 | 1 | 109 | -8% | 8 | 86 | 77

An excerpt (hit frequency here may not be typical).
